Pf apPOL inh: Pf-apPOL inhibitors, biochemical, fluorescence | Plasmodium falciparum apicoplast DNA polymerase (apPOL) | Recombinant Pf-apPOL, molecular beacon fluorescence, 1.5 h | inhibition, % at 10 µM | actives 0.25% (n = 210,000) | AID 1794808, 2022
mHTT CaM bind: mutant huntingtin-calmodulin interaction inhibitors – biochemical, AlphaScreen, primary screen; AID 1671202, 2021; actives 3.6% (n = 190,000); P42858; inhibition, % at 15 µM; AlphaScreen His-mHTT/GST-CaM binding, luminescence;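 also: 0% = both proteins with DMSO and 100% = one protein alone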
* marks the source's active call; other numbers are inactive results; i = inactive; x = no result given; & = joins results of further samples. Rule as the data show it: active = inhibition above about 50%; inactive = the rest. Not all compounds are listed; rates above refer to the full screens.

SMILES | Pf apPOL inh | mHTT CaM bind
COC(=O)CNC(=O)NCCC1CCN(S(=O)(=O)c2ccccc2)CC1 | -1 | 33
CCCCC(=O)Nc1ccc(NC(=O)Cc2ccccc2)cc1OC | -3 | -3
COc1cccc(NC(=O)N2CCCN(c3ncccc3-c3nc(C(C)C)no3)CC2)c1 | -8 | -6
Cc1ccc(C2=NN(C(=O)CCC(=O)O)C(c3cc4cc5c(cc4nc3Cl)OCO5)C2)cc1 (configuration not stated) | -6 | -1
ON=C(/C=C/c1ccccc1)/C=C/c1ccccc1 | x | -5
COc1cccc(C(=O)Nc2cc(Cl)ccc2C)c1 | -4 | -11
COc1ccc(OCC(=O)Nc2ccc(I)cc2C)cc1 | -2 | -15
CC1=C(C(=O)Nc2cccc(C(F)(F)F)c2)C(c2ccc3c(c2)OCO3)C2=C(CCCC2=O)N1 (configuration not stated) | -4 | 20
Cc1ccc(CNC(=O)C2CCN(c3cncnc3N3CCCC3)CC2)cc1 | -2 | 8
O=C(NCc1ccc(N2CCOCC2)nc1)c1cccc(Br)c1 | 1 | -4
Cc1cc(C2C(C#N)=C(N)N(c3ccccc3F)C3=C2C(=O)CCC3)c(C)s1 (configuration not stated) | -1 | 26
COc1cccc2cc(-c3csc(-c4ccc(Cl)cc4)n3)c(=O)oc12 | 3 | -1
CCc1ccc(/C=C2\C(=O)Nc3ccc(Cl)cc32)cc1 | -1 | 44
CCN(CC)Cc1c(C(=O)NN)nnn1-c1nonc1N | x | -8
O=C(Nc1ccc(N2CCN(Cc3ccccc3)CC2)cc1)Nc1ccc(C(F)(F)F)cc1 | -3 | x
CSc1cccc(NC(=O)CN2C(=O)NC3(CCCCC3)C2=O)c1 | -5 | 7
CCNc1nccc(N2CCC(CC(=O)N3CCN(c4cccc(C)c4)CC3)CC2)n1 | -5 | 23
Cc1cc([N+](=O)[O-])nn1C(=O)c1nn(C)cc1Br | 5&16 | -3&-2
CCN1CCN(CC(O)COCC2CC3CCC2C3)CC1 (configuration not stated) | -6 | 1
N#CC(=Cc1ccc(C2=CCOc3ccccc32)s1)S(=O)(=O)c1ccccc1 | 6 | x
O=C(Nc1ccc(F)c(Cl)c1)c1cn(-c2ccc(Cl)cc2)c(=O)c2ccccc12 | -7 | -8
O=C(N/C(=C/c1ccc([N+](=O)[O-])cc1)C(=O)N1CCOCC1)c1ccco1 | 1 | 2
CCCN1CCC(=O)N(CCSc2ccc(Br)cc2)CC1 | -8 | 23
COc1cc2c(cc1OC)CN(Cc1ccc(OCc3ccccc3)c(OC)c1)CC2 | 0 | 100*
CCOC(=O)/C=C/c1ccccc1S(=O)(=O)NC(C)(C)C | 0 | -4

Gathered by group, those above containing a thiophene ring, fused or not (two)
SMILES | Pf apPOL inh | mHTT CaM bind
Cc1cc(C2C(C#N)=C(N)N(c3ccccc3F)C3=C2C(=O)CCC3)c(C)s1 (configuration not stated) | -1 | 26
N#CC(=Cc1ccc(C2=CCOc3ccccc32)s1)S(=O)(=O)c1ccccc1 | 6 | x

Continuation:
SMILES | Pf apPOL inh | mHTT CaM bind
O=C1CC(c2cccc(Br)c2)n2ncnc2N1 (configuration not stated) | -5 | -7
COC(=O)C1SCC(=NO)C1C(=O)OC (configuration not stated) | 22 | x
O=C(NCCOc1ccccc1Cl)c1ccccc1I | 12 | -11
Cn1ncc(I)c1C(=O)NC1CCCCC1 | 16 | 0
COc1cccc(CC(=O)N2CCC3(CC2)NC(=O)c2cccc(Cl)c2N3)c1 | -4 | 7
CCNC(=O)c1sc(-c2ccccc2F)nc1C | -4 | -3
CS(=O)(=O)c1ccc(Sc2cccc3cccnc23)c([N+](=O)[O-])c1 | 1 | 4
CCCCCSc1nnc(-c2ccccc2N)c(=O)[nH]1 | -7 | 7
CC(C)c1ccc(OCC(=O)N2CCN(c3ccccn3)CC2)cc1 | 2 | 6
CCCNc1cc(N2CCC(CCC(=O)Nc3ccc(OC)cc3C)CC2)ncn1 | -2 | 6
CC(=O)N1CCc2cc(N3CC(C(=O)N4CCC5(CC4)OCCO5)CC3=O)ccc21 (configuration not stated) | 1 | -1
CC1CCN(CCN2CCn3c2nc2ccccc23)CC1 | 0 | 2
Cc1nn(C)c(C)c1CNc1nc(C2CC2)nc2c1CCC2 | 2 | -5
COc1ccccc1Nc1ncc2c(n1)CCN(Cc1sccc1C)C2 | 2 | 5
COc1ccc(-c2nocc2C#N)cc1 | -4 | -5
COc1ccc(-n2nc(C(=O)NCC(=O)Nc3ccccn3)c3ccccc3c2=O)cc1Cl | -1 | 1
Nc1cc(C2CCN(C(=O)COc3ccc(F)cc3)CC2)no1 | 1 | 5
O=C(ON=Cc1ccccc1OC(F)(F)F)c1c(F)cccc1Cl | -1 | x
CC(C)(O)c1nc(-c2ccccc2)nn1-c1ccccc1 | 4 | -7
COC(=O)C12CC3CC(CC(NC(=O)c4ccc5nsnc5c4)(C3)C1)C2 | 0 | -2
CC(=O)Nc1nonc1N1C(=N)S/C(=C\c2ccc(-c3cccc(C(F)(F)F)c3)o2)C1=O | -13 | 56*
O=C(CSc1nc2[nH]c(=O)cc(O)c2s1)C12CC3CC(CC(C3)C1)C2 | x | 3
Cc1nc(NC2CCCCC2)sc1C(=O)Nc1ccc(F)cc1F | 2 | 1
O=C(c1ccccc1Cl)N1CCc2nc(-c3ccc(F)cc3)ncc2C1 | -4 | -2
Cc1nc2ccccc2c2c1C(=O)N(C(C)(C)C)C2=O | 6 | 9

Going on with the list.
SMILES | Pf apPOL inh | mHTT CaM bind
Cc1ccccc1CNC(=O)c1cc(C)n2nc(-c3ccccn3)cc2n1 | -4 | -5
COc1ccc(C(=O)NCCn2cc(SCc3cccc(F)c3)c3ccccc32)cc1OC | -4 | 34
Cc1ccc(NC2=C(NCCO)C(=O)c3ccccc3C2=O)cc1 | 0 | 67*
CCCCNC(=O)c1cnn2c(C)c(Cc3c(F)cccc3Cl)c(C)nc12 | 6 | -12
Cc1cccc(NC(=O)C2CC(=O)n3cnnc3S2)c1 (configuration not stated) | 2 | 2
COc1ccc(-c2noc(C3CCCN3C(=O)c3cccnc3)n2)cc1 (configuration not stated) | -4 | -1
CCN1CCN(CC(=O)N2N=C(c3ccc(C)c(C)c3)CC2c2cccn2C)CC1 (configuration not stated) | 1 | 99*
O=[N+]([O-])c1ccccc1N=Cc1nc(-c2ccccc2Br)oc1O | -35 | 17
c1ccc(-c2ccccc2OCCCCN2CCOCC2)cc1 | 0 | 8
N#Cc1cccc(C(=O)N2CCCC(c3nc(CCNC(=O)C4CCC4)cs3)C2)c1 (configuration not stated) | -4 | -5
COc1ccc(C=C2Oc3cc(OC(C)=O)cc(C)c3C2=O)cc1OC | -2 | 48
Cc1ccsc1-c1nc(-c2ccc3ncn(C)c3c2)no1 | -3 | -14
CCOc1ccccc1C(=O)Nc1cc(S(=O)(=O)N(CC)CC)ccc1OC | 2 | 1
O=C1OC(c2ccc(F)cc2)=N/C1=C\C(Cl)=C\c1ccccc1 | 0 | 6
CC(C)c1ccc(OCC(=O)Nc2nnc(C3CC(=O)N(c4ccc(F)cc4)C3)o2)cc1 (configuration not stated) | -5 | 14
COc1ccc(-c2noc(C3CCCN3C(=O)Nc3ccc(C)cc3Cl)n2)cc1 (configuration not stated) | -2 | -20
Cc1cc(C(=O)Nc2scc(-c3ccc(Cl)cc3)c2C(N)=O)c(C)o1 | -6 | 5
CCc1ccc(N(CC(=O)O)S(C)(=O)=O)cc1 | -5 | 4
Nc1nonc1/C(=N/O)N1CCOCC1 | x | i
COC(=O)C1CN(CCc2ccccc2)CCS(=O)(=O)N1Cc1ccc(Cl)cc1 (configuration not stated) | -4 | 71*
O=C(NC(Nc1ccccc1)C(Cl)(Cl)Cl)c1ccc([N+](=O)[O-])cc1 (configuration not stated) | 0 | 31
COc1ccc(C(=O)NCc2nc3ccccc3n2C(C)C)cc1OC | -1 | 1
CCCCN(CC)C(=O)Cc1ccccc1OC | -7 | -4
CC(=O)c1sccc1NC(=O)CC(C)(C)CC(=O)O | 1&-9 | x
Cc1noc(C)c1S(=O)(=O)NCC(C)(O)c1ccc2c(c1)OCO2 (configuration not stated) | -2 | -9

3 entries from above, with two lines to a compound:
Fields – Pf apPOL inh, mHTT CaM bind
> CCN1CCN(CC(=O)N2N=C(c3ccc(C)c(C)c3)CC2c2cccn2C)CC1 (configuration not stated)
  1, 99*
> O=C(NC(Nc1ccccc1)C(Cl)(Cl)Cl)c1ccc([N+](=O)[O-])cc1 (configuration not stated)
  0, 31
> CC(C)c1ccc(OCC(=O)Nc2nnc(C3CC(=O)N(c4ccc(F)cc4)C3)o2)cc1 (configuration not stated)
  -5, 14

Returning to the listing with the 7 entries that preceded the break.
SMILES | Pf apPOL inh | mHTT CaM bind
Nc1nonc1/C(=N/O)N1CCOCC1 | x | i
COC(=O)C1CN(CCc2ccccc2)CCS(=O)(=O)N1Cc1ccc(Cl)cc1 (configuration not stated) | -4 | 71*
O=C(NC(Nc1ccccc1)C(Cl)(Cl)Cl)c1ccc([N+](=O)[O-])cc1 (configuration not stated) | 0 | 31
COc1ccc(C(=O)NCc2nc3ccccc3n2C(C)C)cc1OC | -1 | 1
CCCCN(CC)C(=O)Cc1ccccc1OC | -7 | -4
CC(=O)c1sccc1NC(=O)CC(C)(C)CC(=O)O | 1&-9 | x
Cc1noc(C)c1S(=O)(=O)NCC(C)(O)c1ccc2c(c1)OCO2 (configuration not stated) | -2 | -9
N#CCc1ccc(OCc2cc(C(F)(F)F)cc(C(F)(F)F)c2)cc1 | 0 | x
CCOc1ccc2nc(SCCCOc3ccccc3)[nH]c2c1 | -4 | -21
O=C(COc1ccccc1)ON1C(=O)CCC1=O | -11 | x
CC1CCCN(CCCNC(=O)CN2N=C(c3ccc(Cl)cc3)CCC2=O)C1 (configuration not stated) | -16 | -7
CCOc1cccc2cc(C(=O)Nc3cccc(C)c3)c(=Nc3ccc(C(=O)O)cc3)oc12 | -2 | 0
O=C(C1CCCN(c2nccc3sccc23)C1)N1CCN(c2ccccc2F)CC1 (configuration not stated) | -4 | 90*
Cc1ccc(C(=O)N2CCC3(CC2)NC(=O)N(Cc2ccc(F)cc2)C3=O)cc1F | 4 | 26
CCOc1ccccc1/C=C1\N=C(c2ccccc2Br)OC1=O | -2 | -2
CN(C1CCCCC1)S(=O)(=O)c1ccc(C(=O)Nc2nc(-c3ccccn3)cs2)cc1 | -7 | 99*
OCc1nc2ccccc2n1Cc1ccccc1Cl | 1&0 | 1&-4
O=C(Cc1ccccc1F)c1ccc(O)cc1O | -9 | 4
CN(Cc1ccccc1)c1nc2c(c(=O)[nH]c(=O)n2C)n1CCSc1nc2ccccc2o1 | -4 | 1
C#CCSc1nnc2c(n1)[nH]c1ccccc12 | x | 0
CCn1c(SC)nnc1-c1nn(C)c2c1CN(C(=O)c1ccco1)CC2 | -6 | 1
Fc1cccc(CN2CCc3nc(N4CCN(c5ccccc5F)CC4)ncc3C2)c1 | 3 | 3
Cc1nc(C)c(Cc2ccc(Cl)cc2)c(N2CCN(S(C)(=O)=O)CC2)n1 | -3 | 22
CCOc1ccc(C2NS(=O)(=O)N=C2N)cc1 (configuration not stated) | -3 | 0
CCc1ccc2oc(-c3ccc(NC(=O)c4ccc5c(c4)OCCO5)cc3)nc2c1 | -6 | -1
CCOC(=O)N1CCC(NC(=O)C2(c3ccc(F)cc3)CC2)CC1 | -21 | -14
CC(C)(C)c1ccc(C(=O)NCCCn2ncccc2=O)cc1 | -10 | -12
Cc1onc(-c2c(Cl)cccc2Cl)c1-c1nnc(NC(=O)c2ccco2)s1 | -8 | x
CC1CCN(S(=O)(=O)c2ccc3[nH]cc(C(=O)N(C)C4CCCCC4)c(=O)c3c2)CC1 | 2 | 19
O=C(O)c1ccc(N2CCCCC2)c([N+](=O)[O-])c1 | -8 | 5
CCC(C)NC(=O)C1CCN(S(=O)(=O)c2ccc(Br)s2)CC1 (configuration not stated) | -4 | -1
O=C(Nc1cccc(C(F)(F)F)c1)NC1CCN(c2ccccc2)C1=O (configuration not stated) | 0 | -2

(cont.)
SMILES | Pf apPOL inh | mHTT CaM bind
Clc1ccc(CN2CCSCC2)cc1Cl | -4 | -1
COc1ccc(C2=CC(c3ccccc3Cl)n3nnnc3N2)cc1 (configuration not stated) | -3 | 2
CN(C)C(=O)c1cc2c(s1)CCC(C(=O)N1CCN(c3ccc(Cl)cc3)CC1)C2 (configuration not stated) | -11 | 21
O=C1CCCC2=C1C(c1cccnc1)n1nc(SCc3ccccc3F)nc1N2 (configuration not stated) | -1 | 4
O=c1[nH]c2ccccc2n1CCCSc1cccs1 | -1 | 5
CCC(=O)N1CCN(c2ccc(Cl)cc2C)C(=O)C1C (configuration not stated) | 0 | -5
CC(C)n1c(=O)c2c(ncn2Cc2ccccc2)n(-c2ccc(F)c(F)c2)c1=O | -2 | 14
CCOc1ccc(NC(=O)N2CCCC(c3cccc(C(=O)NC4CCCC4)c3)C2)cc1 (configuration not stated) | -1 | 7
Cc1ccc(-n2c(=O)n(CC(=O)N3CCCCC3)c3cccnc32)cc1 | 3 | 0
O=C(c1ccc(S(=O)(=O)N2CCCCC2)cc1)N1CCN(Cc2ccc3c(c2)OCO3)CC1 | -8 | -2
Cc1ccc(-c2nccn3cc(C(=O)N4CCN(C5CCCCC5)CC4)nc23)cc1 | -1 | 13
Cc1ccc(C(=O)N2CCN(c3cccc(Cl)c3)CC2)cc1 | -6 | 23
Cc1cccc(C(=O)NC2CCN(c3ccccc3C(=O)N3CCOCC3)CC2)c1 | -4 | 0
CCOc1ccc(CN2CCc3nc(N4CCOCC4)ncc3C2)cc1 | 3 | 4
N#Cc1ccc(-c2c(N)oc(-c3cccs3)c2C#N)cc1 | 1 | x

Screens as filed in PubChem.
